esBAF inh – Bmi1 luciferase reporter increase in mESCs, primary screen, esBAF inhibitor project, mouse ES cells, Bmi1 luciferase knock-in, single point. actives 2% (n = 350,000). reporter increase, % at 12.5 µM. 24 h; 100% = twice the neutral-well signal; in the data active = activation above about 40%;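 also: 0% = median of the plate's neutral control wells and 100% = double that signal; a rise in the Bmi1 reporter signal indicates esBAF inhibition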
CFTR F508del cor – F508del CFTR correction, initial screen, CFBE line, single point. CFBE cells, YFP halide quenching; stimulated with forskolin plus potentiator P3; % fluorescence drop versus neutral controls. activity (quench increase), % at 7.58 µM. actives 0.36% (n = 350,000). AID 720511, 2013;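 active = mean added fluorescence quench of at least 8% versus neutral control, with both replicates also reaching 8%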;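 also: cells transiently co-express mutant CFTR-F508del with the halide-sensitive YFP; corrector assay measuring rescue of mutant channel to the surface after 24 h compound exposure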
ARNT TACC3 PPI – disruptors of ARNT/TACC3 protein interaction, primary screen, biochemical, AlphaScreen, single concentration; actives 0.66% (n = 390,000); AlphaScreen His-ARNT PAS-B/GST-TACC3 binding, luminescence; TACC3 fragment carries E629A point mutation; AID 623870, 2012; inhibition, % at 9.99 µM; Transforming acidic coiled-coil-containing protein 3 (Homo sapiens), Q9Y6A5;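 active = mean inhibition of replicates at least 50% and at least half of replicates each reaching 50%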;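 also: 0% = complete ARNT plus TACC3 wells and 100% = ARNT alone without TACC3; many hits fall short of the cut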
INS-1E GSIS act – GLuc luminescence reporter in INS-1E cells, primary screen for activators of glucose-dependent secretion of insulin; INS-1E GLuc reporter insulin secretion, 2-3 h; activation, % at 16.6 µM; actives 0.61% (n = 370,000);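 active = lowest replicate activation of at least 40%, so every replicate reaches that level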;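 also: 0% = median of neutral control wells and 100% = median of IBMX positive control wells; some compounds called inactive have numbers as strong as hits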
RAD52 anneal inh – RAD52 DNA annealing inhibitors, primary screen, biochemical, FRET, single point, set 2; actives 0.46% (n = 360,000); inhibition, % at 18.7 µM; recombinant RAD52 DNA annealing, FRET fluorescence;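 active = every replicate showing at least 50% inhibition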
Xi reactivation – activators of inactive X chromosome reactivation, primary screen, imaging, XiGFP fibroblasts, GFP high-content imaging, set 2; actives 0.055% (n = 360,000); AID 743238, 2013; XiGFP mouse fibroblasts, % GFP-positive cells imaging, 3 d; cells co-treated with 5-aza-dC sensitizer; scaled so ellipticine positive control = 100%; activation, % at 7.58 µM;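 active = mean normalized replicate activation at least 10% and every replicate at or above 10%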;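 also: 0% = median of on-plate neutral control wells and 100% = ellipticine 6 µM median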
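assay system = SV40-immortalized XiGFP fibroblast cells, line 68-5-11 | buffer or medium = DMEM plus 5-aza-dC sensitizer | doses = single-point pinned compound dosing | times = 3-day compound exposure, then 15 min fixation at room temperature | benchmarks = positive control ellipticine, 6 µM final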
ERAP1 inh – human ERAP1 aminopeptidase inhibitors, primary screen, biochemical, single point, plate reader. recombinant ERAP1, Leu-AMC fluorescence, 60 min. actives 0.15% (n = 340,000). inhibition, % at 10.7 µM. Endoplasmic reticulum aminopeptidase 1 (Homo sapiens), Q9NZ08;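 active = mean replicate inhibition of at least 30%, or all replicates individually reaching that 30% level; inactive = mean below 30% and not every replicate reaching it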;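 also: 0% = neutral control wells and 100% = L-leucinethiol positive control wells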
Target sequence (Q9NZ08 whole entry, looked up): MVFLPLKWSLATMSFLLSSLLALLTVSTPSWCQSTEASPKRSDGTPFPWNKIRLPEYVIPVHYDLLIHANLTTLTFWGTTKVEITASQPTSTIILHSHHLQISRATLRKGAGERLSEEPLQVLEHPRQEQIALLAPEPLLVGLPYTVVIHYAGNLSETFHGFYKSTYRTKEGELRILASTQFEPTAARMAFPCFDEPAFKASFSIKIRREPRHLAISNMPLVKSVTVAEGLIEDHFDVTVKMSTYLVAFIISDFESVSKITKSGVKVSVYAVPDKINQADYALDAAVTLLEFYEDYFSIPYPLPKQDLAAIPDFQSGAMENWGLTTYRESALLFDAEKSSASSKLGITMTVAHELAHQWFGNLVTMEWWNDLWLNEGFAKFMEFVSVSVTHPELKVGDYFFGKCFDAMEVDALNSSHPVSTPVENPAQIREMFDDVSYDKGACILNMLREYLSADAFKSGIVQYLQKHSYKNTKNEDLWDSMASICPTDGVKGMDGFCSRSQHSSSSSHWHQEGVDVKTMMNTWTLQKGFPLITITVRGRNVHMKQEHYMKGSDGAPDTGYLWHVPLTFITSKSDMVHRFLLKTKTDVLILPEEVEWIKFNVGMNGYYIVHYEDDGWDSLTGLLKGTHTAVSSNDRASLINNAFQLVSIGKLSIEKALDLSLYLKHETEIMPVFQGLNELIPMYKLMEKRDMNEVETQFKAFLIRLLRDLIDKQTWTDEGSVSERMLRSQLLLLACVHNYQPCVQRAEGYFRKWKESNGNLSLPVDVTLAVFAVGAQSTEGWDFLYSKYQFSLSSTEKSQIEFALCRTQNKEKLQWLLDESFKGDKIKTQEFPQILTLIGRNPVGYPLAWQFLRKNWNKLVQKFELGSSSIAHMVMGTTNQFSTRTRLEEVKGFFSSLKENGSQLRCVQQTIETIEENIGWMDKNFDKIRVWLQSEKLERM
RAD54 inh – inhibitors of human RAD54 branch migration, primary screen, biochemical, fluorescence, single point | DNA repair and recombination protein RAD54-like (Homo sapiens), Q92698 | RAD54 Holliday junction branch migration, FAM/BHQ fluorescence | inhibition, % at 10.4 µM | actives 0.14% (n = 360,000) | AID 602329, 2012;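 active = mean normalized replicate activity at least 40 and at least half of replicates scoring 40 or more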;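 also: 0% = median of neutral control wells and 100% = median of positive control wells; inhibitors cause a drop in the FAM fluorescence signal; in these data hits start at about 50%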
The depositor's hits bear a star; . = not tested or not shown.

item | SMILES | esBAF inh | CFTR F508del cor | ARNT TACC3 PPI | INS-1E GSIS act | RAD52 anneal inh | Xi reactivation | ERAP1 inh | RAD54 inh
1 | O=C(Nc1cccc(S(=O)(=O)N2CCOCC2)c1)c1ccc2c(=O)n3c(nc2c1)CCCCC3 | 8 | -1.2 | -2 | -24 | -26 | -0.1 | -3 | -3
2 | CC(CNC(=O)CCC(=O)N1CCOc2ccc(Cl)cc21)c1ccccc1 (configuration not stated) | 3 | 1.8 | 7 | -19 | -6 | 0.1 | 6 | -11
3 | Cc1c(NC(=O)c2cc(-c3ccccc3)nc3ccccc23)c(=O)n(-c2ccccc2)n1C | -1 | -5.1 | 2 | -23 | -8 | -0.1 | 1 | -1
4 | COc1cc(-c2nc3n(c(=O)c2C#N)CCS3)cc(OC)c1OC | 3 | -1.4 | -7 | 4 | -85 | -0.1 | -3 | -1
5 | CCOC(=O)N1CCC(NC(=O)c2cc3ccccn3n2)CC1 | 4 | 0.4 | 1 | -5 | 0 | 0.0 | 5 | -3
6 | CCO[C@H]1OC(C(=O)N2CCN(Cc3ccccc3)CC2)=C[C@@H](C2CCCCC2)[C@@H]1CCCO | -9 | -0.9 | 3 | -14 | -21 | 0.5 | 0 | -4
7 | CCc1csc(N2[C@@H](C#N)[C@H](c3ccc(-c4cccc(F)c4)cc3)[C@@H]2CO)n1 | 4 | -3.1 | 14 | -7 | -52 | -0.2 | -1 | -10
8 | CCN1[C@@H]2c3ccc(C4=CCCC4)c(=O)n3C[C@@H]2[C@@H](CO)[C@@H]1C(=O)NC1Cc2ccccc2C1 | 3 | -0.7 | 10 | 0 | -33 | 0.2 | 0 | -11
9 | NC1(C#Cc2ccc3oc(=O)c(-n4cc(-c5ccsc5)nn4)cc3c2)CCCCC1 | -3 | -1.2 | -2 | 16 | -27 | 0.0 | -3 | -13
10 | C=Cn1cc[n+](CC(=O)c2ccc(Cl)cc2)c1 | -4 | 4.3 | -3 | 1 | 17 | 0.0 | 3 | 0
11 | CC1(C(=O)NNC(=S)NCc2ccco2)CC1(Cl)Cl (configuration not stated) | 1 | 2.8 | 4 | 3 | 0 | 0.1 | -3 | .
12 | O=C(Nc1ccc(F)cc1)c1ccccc1NS(=O)(=O)N1CCCC1 | 11 | 1.8 | -8 | -22 | -26 | 0.0 | 1 | .
13 | Cc1noc(C)c1S(=O)(=O)N(C)C[C@H]1OCCCC[C@H](C)Oc2ccc(NS(=O)(=O)c3ccc(Cl)cc3)cc2C(=O)N([C@@H](C)CO)C[C@@H]1C | 0 | 1.6 | 8 | -14 | -24 | -0.3 | 3 | -4
14 | C#CCNC(=O)C1=C[C@@H](c2ccc(C#C)cc2)C[C@@H](OCc2ccc(CO)cc2)O1 | 6 | 3.1 | 4 | . | -66 | 0.0 | 2 | 0
15 | COc1ccc(/C=N\Nc2ccccc2[N+](=O)[O-])c(C(=O)O)c1OC | . | 0.7 | -2 | 3 | -10 | -0.3 | 0 | -1
16 | COc1ccccc1NC(=O)N1CC(=O)N2[C@H](CO)[C@@H](c3ccc(-c4cccc(C)c4)cc3)[C@@H]2C1 | . | 5.0 | . | -9 | -8 | 0.0 | -1 | .
17 | COC(=O)C1=C(C)NC(=O)NC1c1ccc(-c2ccccc2Cl)o1 (configuration not stated) | 4 | . | -4 | -10 | -64 | 0.0 | 3 | .
18 | CC(C)CC#Cc1cnc2c(c1)C(=O)N([C@H](C)CO)C[C@@H](C)[C@H](CN(C)S(=O)(=O)c1ccccc1)O2 | 2 | 0.6 | 8 | -4 | 24 | -0.5 | -2 | -5
19 | CC(C)NC(=O)C(=O)NCCC1CCCCN1S(=O)(=O)c1cccs1 (configuration not stated) | -4 | -1.0 | -3 | 11 | 0 | 0.0 | 0 | -2
20 | COc1ccc(C(=O)N2CCC(NC(=O)C(Cc3ccccc3OC)NC(C)=O)CC2)cc1 (configuration not stated) | 0 | -1.3 | -4 | 13 | 3 | 0.2 | -1 | -7
21 | COc1ccc([Si](C)(C)[C@@H]2[C@@H](CCO)O[C@]3(C(=O)N(Cc4cccc(N5CCOC5=O)c4)c4ccccc43)[C@H]2C)cc1 | . | -4.6 | 4 | . | -1 | . | -1 | -3
22 | CC1CC2(CCCC2)N(C(=O)N(C)C)c2ccc(F)cc21 (configuration not stated) | -4 | -3.3 | 2 | 39 | -17 | 0.3 | -1 | -3
23 | CNC(=O)CC1C(=O)N(c2ccc(F)cc2)C(=S)N1NC(=O)c1ccc(Cl)cc1 (configuration not stated) | 0 | 8.0* | -7 | -2 | -4 | 0.1 | 1 | -4
24 | C[C@@H]1CN([C@H](C)CO)S(=O)(=O)c2ccc(/C=C/c3ccccc3)cc2O[C@@H]1CN(C)Cc1cccnc1 | -2 | 2.3 | 21 | 11 | 17 | 0.0 | -1 | -1
25 | CC(CCc1ccccc1)NC(=O)c1ccccc1C(=O)O (configuration not stated) | -4 | 0.5 | -9 | 13 | -1 | 0.0 | 1 | -16

Next section; it opens with the 2 that closed the last part.
item | SMILES | esBAF inh | CFTR F508del cor | ARNT TACC3 PPI | INS-1E GSIS act | RAD52 anneal inh | Xi reactivation | ERAP1 inh | RAD54 inh
24 | C[C@@H]1CN([C@H](C)CO)S(=O)(=O)c2ccc(/C=C/c3ccccc3)cc2O[C@@H]1CN(C)Cc1cccnc1 | -2 | 2.3 | 21 | 11 | 17 | 0.0 | -1 | -1
25 | CC(CCc1ccccc1)NC(=O)c1ccccc1C(=O)O (configuration not stated) | -4 | 0.5 | -9 | 13 | -1 | 0.0 | 1 | -16
26 | Cc1nc2cc(C(=O)OCC(=O)Nc3ccc(C#N)cc3)ccc2n1-c1ccccc1 | . | . | -18 | 1 | . | 0.0 | . | 6
27 | Cc1ccc(NC2CC(=O)N(CCc3ccccc3)C2=O)cc1 (configuration not stated) | -7 | -0.5 | -9 | . | -12 | . | 4 | -1
28 | Cc1ccc(CNC(=O)c2nccnc2C(=O)O)cc1 | 2 | -3.7 | -32 | 1 | -7 | 0.2 | -2 | .
29 | C[C@@H]1CN([C@H](C)CO)C(=O)c2cccc(NS(=O)(=O)c3cn(C)cn3)c2O[C@@H]1CN(C)C(=O)Nc1cccc2ccccc12 | -6 | -2.6 | 14 | 9 | 16 | -0.7 | 2 | 3
30 | Brc1ccc(CN2C3=NCCCN3c3ccccc32)cc1 | . | . | . | 15 | -9 | 0.1 | 16 | .
31 | Cc1cc(Br)c2nc(-c3cccc(Br)c3)c(Cc3cccc(Cl)c3)n2c1 | . | 1.2 | . | -19 | -53 | -0.1 | -2 | .
32 | C[C@@H]1CN([C@@H](C)CO)S(=O)(=O)c2ccc(C3=CCCC3)cc2O[C@@H]1CN(C)C(=O)CN(C)C | -1 | 2.0 | 13 | 4 | 6 | -0.9 | -5 | -4
33 | O=C(NN=Cc1ccc2c(c1)CCC2)c1ccccc1[N+](=O)[O-] | 10 | 1.1 | . | -16 | 2 | 0.1 | -1 | -7
34 | OCCNCc1cccc(OCc2ccc(Cl)cc2)c1 | -3 | 1.3 | 6 | 7 | -7 | 0.0 | 1 | 3
35 | O=C(C[C@H]1CC[C@H](NC(=O)C2CCC2)[C@@H](CO)O1)Nc1nccs1 | 0 | -2.6 | -9 | 17 | 2 | 0.1 | 3 | -1
36 | CCCCc1ccc(NC(=O)C(=O)NCCN2CCN(C(=O)c3ccc([N+](=O)[O-])cc3)CC2)cc1 | -3 | -0.9 | -13 | 2 | -6 | 0.5 | 2 | 5
37 | CNC[C@@H]1OCCCC[C@H](C)Oc2ccc(NC(=O)Nc3ccc(OC)cc3)cc2C(=O)N([C@H](C)CO)C[C@H]1C | -5 | -0.8 | 5 | -5 | -117 | 0.1 | 2 | -5
38 | CN(C)CC(=O)Nc1ccc2c(c1)[C@H]1C[C@@H](CC(=O)NCc3ccc(-c4ccccc4)cc3)O[C@@H](CO)[C@H]1O2 | 4 | -1.3 | 5 | 2 | 32 | 0.5 | -1 | -1
39 | CO[C@H]1CN(C)C(=O)c2ccc(NC(=O)C3CC3)cc2OC[C@@H](C)N(CCc2ccccc2)C[C@@H]1C | -2 | 4.5 | -6 | -17 | 33 | 0.0 | -3 | 5
40 | C[C@@H]1CN([C@@H](C)CO)C(=O)Cc2cc(NS(=O)(=O)c3ccccc3)ccc2O[C@@H]1CN(C)Cc1ccc(Oc2ccccc2)cc1 | -1 | -0.7 | -1 | -6 | -3 | 0.8 | -1 | -2
41 | OC[C@@H]1CN(Cc2ccc(-c3ccccc3)cc2)C[C@H](n2cnc3c(NCc4ccco4)ncnc32)O1 | -7 | 1.9 | . | -2 | -87 | 0.1 | 0 | -7
42 | O=C(N/N=C/C(Br)=C/c1ccccc1)c1ccccc1[N+](=O)[O-] | 15 | 0.7 | 6 | -7 | 3 | 0.0 | 3 | 6
43 | CC1(C)CC(=O)C=C(c2cccc3c2Oc2ccccc2S3)C1 | -4 | 0.3 | -2 | -4 | -34 | 0.5 | -2 | 0
44 | CC(=O)N1[C@@H]2CC3C4CC=C5C[C@@H](O)CC[C@]5(C)C4CC[C@]3(C)[C@@]21C(C)=O (some centres not stated) | 9 | . | 0 | 3 | . | 8.3 | . | 1
45 | CCN(CC)CCOC(=O)C1(c2ccc(OC)c(OC)c2)CCCC1 | . | 1.8 | -23 | -10 | -24 | . | -5 | .
46 | CCOC(=O)N1CCN(CC(=O)Nc2ccc(F)cc2F)CC1 | 8 | 0.2 | -2 | 8 | -4 | 0.0 | 2 | 0
47 | S=C(Nc1ccc(Cl)cc1)NC1CCN(Cc2ccccc2)CC1 | . | . | -1 | -26 | -7 | 1.1 | 8 | .
48 | CCc1ccc(C(C(=O)NCc2ccccc2)N(C(=O)c2csnn2)C2CC2)cc1 (configuration not stated) | -4 | 1.5 | -6 | -38 | -11 | 0.0 | 2 | -7
49 | COC(=O)c1ccccc1S(=O)(=O)N1CCC(C(=O)NCc2ccccn2)CC1 | -4 | -0.6 | . | . | -3 | 0.2 | -1 | -4
50 | C[C@@H]1CN([C@@H](C)CO)C(=O)c2cc(NC(=O)C3CCCCC3)ccc2O[C@@H]1CN(C)C(=O)Nc1ccc(F)cc1 | 8 | -3.5 | 9 | -5 | 8 | 0.4 | 0 | 1
51 | C[C@@H]1CN([C@@H](C)CO)C(=O)c2cccc(NS(=O)(=O)c3ccc(Cl)cc3)c2O[C@@H]1CN(C)C(=O)Nc1ccccc1 | 1 | -2.2 | . | -10 | 24 | -1.0 | -10 | -26
52 | Cc1ccc(/C=N/n2c(-c3ccco3)n[nH]c2=S)cc1 | . | -1.0 | 1 | . | -15 | 0.0 | 0 | .
53 | C=CCNC(=S)NNC(=O)c1cccc(Br)c1 | . | . | -5 | 10 | -3 | 0.3 | -7 | .
54 | O=C(CSc1nc(-c2cccs2)cc(C(F)(F)F)n1)NCCCn1ccnc1 | 1 | -1.7 | 4 | 3 | 1 | . | -1 | 0
55 | Cc1ccc(-c2nnn(CC(=O)N(CC(=O)NC3CCCC3)c3ccc(F)cc3)n2)o1 | -9 | -0.1 | 11 | -19 | 2 | 0.0 | 0 | 0

Entries of single compounds, looked up by structure. Order of values: esBAF inh, CFTR F508del cor, ARNT TACC3 PPI, INS-1E GSIS act, RAD52 anneal inh, Xi reactivation, ERAP1 inh, RAD54 inh
Cc1ccc(/C=N/n2c(-c3ccco3)n[nH]c2=S)cc1 across the screens: ., -1.0, 1, ., -15, 0.0, 0, .
Cc1ccc(-c2nnn(CC(=O)N(CC(=O)NC3CCCC3)c3ccc(F)cc3)n2)o1 across the screens: -9, -0.1, 11, -19, 2, 0.0, 0, 0
